Bioassay records (PubChem BioAssay)
PP1 inh = counter-screen for PP5 inhibitors: inhibitors of human PP1-alpha. P62136. inhibition, % at 6.7 µM. purified PP1alpha, OMFP fluorescence. 0.9% of 320,000 active;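 active means inhibition above the mean inhibition of all tested compounds plus 3 SD, computed separately for each screening campaign, cut at about 15% in these data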
proCasp7 act = counter-screen: procaspase-7 (human) activation; recombinant procaspase-7, Ac-DEVD-pNA absorbance 405 nm; D23A/D198A/D206A triple mutant, cannot self-cleave; scale: DMSO 0, 5 µM enzyme 100; activation, % at 8.5 µM; 0.093% of 330,000 active;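 active means percent activation above the screen-wide mean plus 3 SD, cut at about 25% in these data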
Target sequence (P55210 whole entry D23A/D198A/D206A): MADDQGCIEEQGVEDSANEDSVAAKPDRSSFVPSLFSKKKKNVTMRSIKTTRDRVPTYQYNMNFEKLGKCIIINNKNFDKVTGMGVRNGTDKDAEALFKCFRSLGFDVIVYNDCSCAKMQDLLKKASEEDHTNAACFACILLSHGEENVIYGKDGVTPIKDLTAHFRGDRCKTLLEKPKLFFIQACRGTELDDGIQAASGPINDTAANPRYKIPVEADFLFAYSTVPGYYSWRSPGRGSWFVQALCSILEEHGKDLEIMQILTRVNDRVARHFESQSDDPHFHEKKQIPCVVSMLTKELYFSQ
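System: Procaspase-7 triple mutant (PC-7 D3A); measure: % activation from two-timepoint absorbance difference, scaled to controls; times: 1 h compound preincubation, 2 h substrate cleavage, 25 °C; also added: Ac-DEVD-pNA substrate, 400 µM as added; measured by: Epi-absorbance of released pNA at 405 nm, two timepoints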
procasp3 activ = procaspase-3 (human) activation. AID 463141. 0.11% of 330,000 active. P42574. activation, % at 8.5 µM. recombinant procaspase-3 D3A, Ac-DEVD-pNA absorbance 405 nm;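 active means activation above the mean of all tested compounds plus 3 SD, cut at about 21% in these data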;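 further: 0% = DMSO alone and 100% = DMSO wells spiked with extra 5 µM PC-3 D3A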
Target sequence (P42574 whole entry D9A/D28A/D175A): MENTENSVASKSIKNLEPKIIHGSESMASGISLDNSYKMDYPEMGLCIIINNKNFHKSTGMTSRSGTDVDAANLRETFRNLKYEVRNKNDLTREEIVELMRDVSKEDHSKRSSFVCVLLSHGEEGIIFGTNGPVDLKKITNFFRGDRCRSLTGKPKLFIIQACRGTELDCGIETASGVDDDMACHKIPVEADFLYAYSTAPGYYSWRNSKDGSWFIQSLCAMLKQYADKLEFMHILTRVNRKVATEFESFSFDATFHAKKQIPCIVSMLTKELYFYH
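Evaluation: percent activation relative to control range; Material: Procaspase-3 D3A mutant, all three cleavage aspartates alanine; Compound: single dose, 8.5 µM nominal compound, 0.8% DMSO; Replication: one well per compound; Signal: absorbance at 405 nm, 0 and 120 min; Schedule: 1 h preincubation plus 2 h reaction at 25 °C.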
PP5 inh = inhibitors of human protein phosphatase 5 (PP5) | purified PP5c, OMFP substrate fluorescence | P53041 | inhibition, % at 6.7 µM | 0.18% of 320,000 active | AID 1987;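 active means inhibition above the campaign's mean inhibition across all tested compounds plus 3 SD, cut at about 9.5% in these data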;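 further: 0% = DMSO only and 100% = 100 µM cantharidin control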
TPT1 inhibitor = inhibitors of Candida albicans tRNA 2'-phosphotransferase TPT1; recombinant caTPT1, FP RNA substrate dephosphorylation; inhibition, % at 5 µM; 0.81% of 300,000 active;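 active means inhibition above the mean of all tested compounds plus 3 SD, set per screening campaign, cut at about 24% in these data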;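 further: plate controls were DMSO alone for no effect and ferristatin control at 100 nM for full effect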
HCV core dimer = blocks dimerization of HCV core protein. TR-FRET GST/Flag-core106 dimerization, 1536-well. inhibition, % at 5 µM. 0.33% of 300,000 active. AID 1899;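 active means inhibition above the mean of all tested compounds plus 3 SD, set per screening campaign, cut at about 45% in these data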
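System – GST-tagged and Flag-tagged HCV core protein residues 1-106 · Repeats – one well for each compound · Technique – TR-FRET 671 and 617 nm emission · Doses – one concentration, 5 µM, in 0.5% DMSO · Times – 4 h, 22.5 °C incubation · Also added – Eu donor and XL665 acceptor anti-tag antibodies · Measure – percent inhibition of core106 dimerization signal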
Fh CTSL1 inh = counter-screen for PFM18AAP inhibitors: inhibitors of F. hepatica cathepsin L1. recombinant F. hepatica cathepsin L1, Z-Leu-Arg-MCA fluorescence. inhibition, % at 5.96 µM. 0.49% of 300,000 active. AID 1906;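 active means inhibition above the mean of all tested compounds plus 3 SD, set per screening campaign, cut at about 17% in these data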;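 further: 0% = plate median of test compound wells and 100% = 1 µM Z-Phe-Ala-diazomethylketone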
JMJD2C inh = human JMJD2C demethylase inhibition; Q9H3R0; GST-JMJD2C(1-420) H3K9me3 demethylation, DELFIA europium; inhibition, % at 2.35 µM; 0.069% of 330,000 active; AID 2099;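 active means more than half of a compound's replicate wells show inhibition beyond 50%, single wells judged on their own value; inconclusive means some, but no more than half, of replicates pass 50% inhibition; inactive means no replicate passes 50% inhibition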;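 further: signal counts dimethyl H3K9 product captured on neutravidin plate; 0% = median of DMSO wells and 100% = 0.3 times that DMSO median; strong numbers were not always called active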
Target sequence (Q9H3R0 1-420 limits assumed): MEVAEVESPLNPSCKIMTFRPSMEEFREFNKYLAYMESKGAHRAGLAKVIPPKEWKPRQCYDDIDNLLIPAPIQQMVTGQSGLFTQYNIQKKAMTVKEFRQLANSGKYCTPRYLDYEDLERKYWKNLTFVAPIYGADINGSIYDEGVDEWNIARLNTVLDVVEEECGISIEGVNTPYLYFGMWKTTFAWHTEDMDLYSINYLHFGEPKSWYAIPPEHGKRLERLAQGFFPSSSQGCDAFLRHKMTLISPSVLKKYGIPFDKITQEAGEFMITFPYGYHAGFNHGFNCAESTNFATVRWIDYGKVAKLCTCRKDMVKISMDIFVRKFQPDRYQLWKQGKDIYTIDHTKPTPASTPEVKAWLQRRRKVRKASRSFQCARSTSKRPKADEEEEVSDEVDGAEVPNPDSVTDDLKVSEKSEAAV
Efflux pump mplx = blocks antifungal efflux pumps in multiplex yeast assay; S. cerevisiae Candida pump triplex, Nile Red efflux; inhibition, % at 10 µM; 0.44% of 330,000 active; AID 485275;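 active means plate passing quality check with inhibition over a set limit, or well fluorescence over plate mean plus 4 SD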;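 further: Nile Red retained in pooled yeast measured as flow cytometry median fluorescence; 0% = buffer negative control and 100% = Enniatin B positive control; higher means more Nile Red kept so more efflux inhibition; some compounds called inactive have numbers as strong as hits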
Starred values were filed as active, the others as inactive; u = inconclusive; x = not tested or not shown.

mol,PP1 inh,proCasp7 act,procasp3 activ,PP5 inh,TPT1 inhibitor,HCV core dimer,Fh CTSL1 inh,JMJD2C inh,Efflux pump mplx
CCOc1ccc(NC(=O)Nc2c(C)n(C)n(-c3ccccc3)c2=O)cc1,4,12,1,2.7,1,-2,2,1,-0.1
Cc1ccc(C(=O)Nn2cnnc2)c(Cl)c1,-2,14,2,-1.0,-3,-3,-1,2,-0.1
COc1ccccc1C(=O)N(C1=NC(C)CS1)c1ccc(Cl)cc1 (stereo unspecified),-3,-1,7,1.7,0,2,-1,u,0.1
CCCCN(C(=O)CSc1nnc(-c2ccc(OC)cc2)n1C(C)C)c1c(N)n(Cc2ccccc2)c(=O)[nH]c1=O,-9,-5,-6,-1.8,1,2,-1,0,0.1
O=C(/C=C/c1ccc(Cl)cc1)Nc1ccccc1N1CCOCC1,-2,9,-9,-1.1,-2,9,3,-11,1.2
CCN(CC(=O)NCc1cccs1)C(=O)/C=C/c1ccc(OC)c(OC)c1,-5,5,3,0.3,-3,-1,3,1,0.0
COc1ccc([N+](=O)[O-])cc1NC(=O)c1cccnc1,2,1,6,2.5,-1,16,7,0,0.0
OCOCCCn1c(C2CCCN2c2nc(-c3ccc(F)cc3)cs2)nc2cc(Cl)c(N3CCCCC3)cc21 (stereo unspecified),0,-6,-7,4.8,2,-21,1,0,0.1
FC(F)(F)c1cnc(C(c2ccccc2)c2ncn[nH]2)c(Cl)c1 (stereo unspecified),-3,-1,-3,-0.1,-2,-2,-1,1,0.1
O=C(NCc1ccccc1Cl)C1CCCN(C(=O)Nc2ccc(F)cc2)C1 (stereo unspecified),1,4,6,0.2,-1,3,-1,-2,0.0
O=C(c1ccc(Br)cc1)C(CN1CCOCC1)c1ccccc1 (stereo unspecified),7,-9,-3,2.3,1,1,-2,36,0.0
Cc1nc2c(C(=O)NCc3cccs3)cnn2c(C)c1Cc1ccc(F)cc1,2,16,6,8.5,1,19,6,-7,-0.1
O=C(Oc1cccc([N+](=O)[O-])c1)c1ccc2c(=O)n3c(nc2c1)CCC3,-4,1,11,-1.3,x,x,x,-4,-0.2
O=C(O)CN1C(=O)c2cccc3c(Br)ccc1c23,2,4,9,1.6,-5,2,1,-31,0.0
Cc1ccc(S(=O)(=O)N(C)C)cc1NC(=O)C(C)N(C)Cc1sccc1C (stereo unspecified),-1,6,11,2.8,1,1,2,1,0.0
CCCc1cc(=O)[nH]c(SCC(=O)N2CCN(c3ccccc3)CC2)n1,-9,4,2,1.6,1,4,-5,-7,0.5
CCOCCCNC(=O)c1ccccc1OC1CCN(S(C)(=O)=O)CC1,2,1,4,-3.1,-1,1,-9,11,0.1
O=C(N1CCN(c2ccccc2)CC1)C1(c2cccs2)CCOCC1,-4,-6,-4,-2.6,2,-5,-7,-5,0.8
O=C1CC(Sc2ccc(Cl)cc2)C(=O)N1Cc1ccncc1 (stereo unspecified),-3,-33,-19,3.7,-2,-1,0,-11,0.2
O=C(CCN1C(=O)c2ccccc2C1=O)C1=NN[C@@H]2C(=O)N(c3ccc4c(c3)OCCO4)C(=O)[C@H]12,-6,0,-14,-1.6,-1,-1,4,-3,0.0
COc1ccccc1NS(=O)(=O)c1cc(NC(=O)C(C)NC(N)=O)ccc1N1CCCC1 (stereo unspecified),0,-19,-1,-1.6,x,x,x,4,0.1
O=C(O)c1ccc2c(c1)C(=O)N(c1cccc(-c3nc4ccccc4s3)c1)C2=O,-2,-1,-4,-0.5,1,11,8,-7,0.1
COc1ccc(/C=C/C(=O)NC(=S)NNC(=O)c2ccco2)cc1OC,5,-18,-8,-1.2,1,0,3,8,-0.1
Cc1ccnc(NC(=O)c2ccc(Cl)cc2Cl)n1,-5,4,7,-0.1,1,-5,3,27,0.0
Cc1ccc(N=Nc2c(C)[nH]n(-c3ccccc3)c2=O)c(C)c1,-1,2,-2,1.5,-1,-2,-3,64,-0.1

Record cards, from the list above.
O=C(N1CCN(c2ccccc2)CC1)C1(c2cccs2)CCOCC1 is listed with PP1 inh = -4; proCasp7 act = -6; procasp3 activ = -4; PP5 inh = -2.6; TPT1 inhibitor = 2; HCV core dimer = -5; Fh CTSL1 inh = -7; JMJD2C inh = -5; Efflux pump mplx = 0.8
CCOc1ccc(NC(=O)Nc2c(C)n(C)n(-c3ccccc3)c2=O)cc1 is listed with PP1 inh = 4; proCasp7 act = 12; procasp3 activ = 1; PP5 inh = 2.7; TPT1 inhibitor = 1; HCV core dimer = -2; Fh CTSL1 inh = 2; JMJD2C inh = 1; Efflux pump mplx = -0.1

The main list resumes, starting 5 compounds before the break.
mol,PP1 inh,proCasp7 act,procasp3 activ,PP5 inh,TPT1 inhibitor,HCV core dimer,Fh CTSL1 inh,JMJD2C inh,Efflux pump mplx
COc1ccccc1NS(=O)(=O)c1cc(NC(=O)C(C)NC(N)=O)ccc1N1CCCC1 (stereo unspecified),0,-19,-1,-1.6,x,x,x,4,0.1
O=C(O)c1ccc2c(c1)C(=O)N(c1cccc(-c3nc4ccccc4s3)c1)C2=O,-2,-1,-4,-0.5,1,11,8,-7,0.1
COc1ccc(/C=C/C(=O)NC(=S)NNC(=O)c2ccco2)cc1OC,5,-18,-8,-1.2,1,0,3,8,-0.1
Cc1ccnc(NC(=O)c2ccc(Cl)cc2Cl)n1,-5,4,7,-0.1,1,-5,3,27,0.0
Cc1ccc(N=Nc2c(C)[nH]n(-c3ccccc3)c2=O)c(C)c1,-1,2,-2,1.5,-1,-2,-3,64,-0.1
Brc1cccc(-c2nnc3n2CCCCC3)c1,1,8,7,-3.5,-1,2,0,5,-0.1
CC(C)C(=O)Nc1ccc(C(=O)NNC(=S)NC(=O)c2cccs2)cc1,0,-13,-12,0.9,-3,-6,7,-4,-0.5
Fc1ccc(C(CNC(=S)NC2CCCCC2)N2CCOCC2)cc1 (stereo unspecified),5,-2,4,1.4,1,-4,0,-20,-0.2
COc1ccc(NC(=O)C(C)N(c2ccc(C)cc2)S(C)(=O)=O)cc1 (stereo unspecified),0,1,10,0.9,1,-2,-3,5,-0.2
CCOC(=O)c1cnn(-c2ccc(C)cc2)c1N,-1,0,-1,1.4,-1,-1,-2,1,0.0
Cc1ccc(S(=O)(=O)n2c([N+](=O)[O-])cnc2C)c(C)c1C,1,2,-4,-1.5,-1,-5,-1,-11,0.0
COc1ccc(CCNC(=O)c2c(O)c3c([nH]c2=O)CCCC3)cc1OC,-10,-2,-2,3.9,0,-2,1,x,-0.1
CCOC(=O)c1cc2c(=O)[nH]ccc2nc1C,-1,-1,6,4.1,-2,-4,1,-2,-0.1
CCN(C[C@H]1N[C@@](Cc2ccccc2)(C(=O)OC)[C@H]2C(=O)N(C)C(=O)[C@@H]12)S(=O)(=O)c1ccccc1,x,11,-1,x,x,x,x,36,0.0
COc1ccc(-n2nc(C(=O)NCC(=O)N3CCN(c4ccccc4OC)CC3)c3ccccc3c2=O)cc1OC,8,-1,-1,-1.4,0,-4,-8,-7,0.4
COc1ccc(CNCc2c(O)c(Cl)cc3c(C)c(C)c(=O)oc23)c(OC)c1,0,0,-2,-1.1,-4,-19,8,8,-0.1
CCN1CCN(C(=O)Cn2ncc3c2-c2ccccc2OC3)CC1,3,0,2,3.6,3,-4,3,-11,0.3
O=c1[nH]c(CSc2nnc(COc3ccccc3)n2-c2ccccc2)nc2ccccc12,5,-12,3,3.9,0,9,-3,-9,0.3
O=C(Nc1ccc(-c2nnn(CC(=O)N3CCN(C(=O)c4ccco4)CC3)n2)cc1)c1ccc(F)cc1,2,-6,-1,1.9,-1,-6,0,4,-0.1
CC(C)Oc1ccc(C(CC(=O)O)NC(=O)CSc2ncn[nH]2)cc1 (stereo unspecified),-4,-3,-9,1.6,-5,-3,-2,2,-0.1
COc1ccc(C2C(C#N)=C(N)Oc3n[nH]c(C)c32)cc1Cn1nnc2ccccc21 (stereo unspecified),1,-2,8,3.2,1,2,1,x,0.0
CCCS(=O)(=O)c1c(S(=O)(=O)CCC)c2c(C)cccn2c1C(=O)N/N=C/c1cc(O)cc(O)c1,-2,0,-10,3.0,-1,4,2,-1,0.1
NS(=O)(=O)c1ccc(Nc2ncccc2[N+](=O)[O-])cc1,2,-7,8,2.9,-2,-1,1,2,-0.2
CCSC1=N/C(=C\c2ccccc2)C(=O)N1,-1,4,-11,-0.8,-1,-5,-1,-4,0.1
COc1cc(-c2noc(C)c2C#CCO)cc(OC)c1OC,3,3,0,-2.2,2,-10,-3,-1,0.0
CCCCC(=O)Nc1ccc(NC(=O)c2ccc3c(c2)OCO3)cc1OC,0,3,7,0.9,-2,-2,0,3,-0.2
O=C(CC1CCCC1)NCCS(=O)(=O)N1CCN(c2ccccc2F)CC1,-3,1,2,1.1,3,-4,-5,7,-0.1
C/C(=N/Nc1ccc(C)cc1)C1(C)N(O)C(C)(C)C(c2ccco2)=[N+]1[O-] (stereo unspecified),0,-4,2,1.1,1,-3,-2,3,0.0
COCCNc1cc(C)nc2cc(-c3ccc(C)cc3)nn12,2,16,16,1.6,-2,0,2,8,-0.2
CC1=C(C(=O)OCc2ccccc2)C(c2ccccc2OS(=O)(=O)c2ccc([N+](=O)[O-])cc2)NC(=O)N1CCCC(=O)O (stereo unspecified),14,3,15,1.9,-3,14,0,3,x
COc1ccccc1C(=O)N/C(=C\c1ccc(Br)cc1)C(=O)NCCC(=O)O,2,4,-3,3.3,-2,-2,0,2,-0.1
Cc1ccc(CN2CCC(CNC(=O)Nc3ccccc3F)CC2)cc1,-1,0,-3,1.8,-6,-2,-6,7,0.1
Nc1nc(-c2ccc(-n3nncc3-c3ccco3)cc2)cs1,-2,-6,-1,2.8,1,9,1,4,0.2
